# Screening data from PubChem.
# PAFAH1B2 inh – blocks human PAF acetylhydrolase 1b catalytic subunit 2. inhibition, % at 3.39 µM. P68402. AID 492953. recombinant PAFAH1B2, FP-rhodamine activity probe, fluorescence polarization. 340,000 tested, 1.2% active;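 active = inhibition above the mean of all tested compounds plus 3 SD, cut at about 24% in these data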;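 also: 0% = enzyme with DMSO and 100% = wells lacking PAFAH1B2; many of its hits are not listed in these tables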
# Target sequence (P68402 whole entry, looked up): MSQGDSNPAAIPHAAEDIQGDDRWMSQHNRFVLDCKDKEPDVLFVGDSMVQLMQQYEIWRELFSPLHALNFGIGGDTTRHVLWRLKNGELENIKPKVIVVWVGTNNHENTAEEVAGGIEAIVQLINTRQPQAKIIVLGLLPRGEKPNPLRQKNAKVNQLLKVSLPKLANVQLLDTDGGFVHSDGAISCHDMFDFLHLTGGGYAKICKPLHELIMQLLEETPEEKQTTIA
# PAFAH1B3 inh – inhibitors of human PAFAH1B3; recombinant PAFAH1B3, FP-rhodamine probe, fluorescence polarization; inhibition, % at 3.39 µM; 340,000 tested, 0.28% active;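 active = inhibition above the screen-wide average of all tested compounds plus 3 SD, cut at about 25% in these data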;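 also: 0% = enzyme with DMSO only and 100% = wells lacking PAFAH1B3 protein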
# Target sequence (Q15102 whole entry, looked up): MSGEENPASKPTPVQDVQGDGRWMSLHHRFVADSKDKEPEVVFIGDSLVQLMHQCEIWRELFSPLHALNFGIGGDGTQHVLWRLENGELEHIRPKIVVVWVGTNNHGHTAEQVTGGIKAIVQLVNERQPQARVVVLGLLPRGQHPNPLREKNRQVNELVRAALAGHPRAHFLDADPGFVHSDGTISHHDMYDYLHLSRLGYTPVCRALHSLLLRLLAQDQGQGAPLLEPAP
# Starred values were filed as active, the others as inactive. Only part of the results is shown. The share of hits here may be higher or lower than overall.
SMILES,PAFAH1B2 inh,PAFAH1B3 inh
CC(=O)OCC1=C(C(=O)O)N2C(=O)[C@@H](NC(=O)CSc3ccncc3)[C@H]2SC1,4,13
CC(=NNC(=S)Nc1ccc(C)cc1)c1ccccn1,3,0
O=C(O)/C=C/c1cnn(-c2ccccc2)c1,1,4
Cc1ccccc1CCNC(=O)C1CCN(S(=O)(=O)c2ccc(-n3cnnn3)cc2)CC1,-3,4
CC(C)(O)C#Cc1ccc(CNC[C@H]2O[C@@H](n3cnc(C(N)=O)n3)[C@H](O)[C@@H]2O)s1,3,4
COc1ccc(CCNC(=O)c2ccc(NC(=O)CC3SC(N4CCCCC4)=NC3=O)cc2)cc1 (stereo not given),2,14
CC1(C2CCCC2)NC(=O)NC1=O (stereo not given),6,-3
S=c1nn[nH]c2ccccc12,7,10
CCN(CC)c1ccc(/C=C2\CCC(/C=C(\C#N)C(=O)Nc3ccccc3F)=C2N2CCOCC2)cc1,-35,-51
O=C(C=Cc1ccco1)c1ccc([N+](=O)[O-])cc1,4,3
COc1ccc(-n2c(C)c(C)c3c(NCCO)ncnc32)cc1,-3,2
O=C(/C=C/c1ccccc1)Nc1ccc(Cl)cn1,1,4
CCn1ccnc1C(O)c1cccc2ccccc12 (stereo not given),1,0
CCN(Cc1nc2ccccc2c(=O)[nH]1)C(=O)c1cccc(OCc2c(C)noc2C)c1,0,1
Nc1cc2nc[nH]c2cc1N,-3,10
Cc1ccc(OCCCCN2CCCCC2)cc1,-2,6
Cc1onc(-c2ccccc2)c1C(=O)N[C@@H]1C(=O)N2C1SC(C)(C)[C@@H]2C(=O)O (stereo not given in full),5,1
Cc1cccc(NC(=O)NNC(=O)c2ccc3ccccc3c2)c1,3,0
Fc1ccc(-c2nnc(-c3ccc4ccccc4c3)o2)cc1,1,3
O=C(CSc1nc(NS(=O)(=O)c2ccccc2)cc(=O)[nH]1)Nc1ccc(Cl)cc1,-15,-18
Cc1ccc(C)c(NC(=O)CSc2nc(N)c(NC(=O)c3cccs3)c(=O)[nH]2)c1,2,-1
CCCCN1C[C@H](COC(=O)CCC)Oc2cccc(F)c2S1(=O)=O,2,1
O=C(c1ccco1)N1CCN(C(=O)c2ccco2)C1=S,4,6
Cc1oc2cc(Br)c(O)c(Br)c2c1C(=O)c1ccccc1,10,9
O=[N+]([O-])c1ccc(N=Nc2ccc(O)c3ccccc23)cc1,-5,9
Cc1ccc(NC(=O)CSCC(=O)N(C)CC(=O)Nc2ccccc2C(F)(F)F)cc1,4,4
C[C@H](NC(=O)C1CCC(CNC(=O)[C@@H]2CCCN2C(=O)OC(C)(C)C)CC1)C(=O)O (stereo not given in full),6,11
COc1ccc(CNCCS(=O)(=O)NC2CCCCC2)cc1,7,2
COc1cccc(CNC(=O)CNC(=S)N(Cc2ccccc2)Cc2ccccc2F)c1,2,4
Cc1ccc(NS(=O)(=O)c2ccc(NC(=O)C3CC3)cc2)cc1C,2,9

# By substructure: the compounds so far with an aryl methoxy group
SMILES,PAFAH1B2 inh,PAFAH1B3 inh
COc1ccc(CCNC(=O)c2ccc(NC(=O)CC3SC(N4CCCCC4)=NC3=O)cc2)cc1 (stereo not given),2,14
COc1ccc(-n2c(C)c(C)c3c(NCCO)ncnc32)cc1,-3,2
COc1ccc(CNCCS(=O)(=O)NC2CCCCC2)cc1,7,2
COc1cccc(CNC(=O)CNC(=S)N(Cc2ccccc2)Cc2ccccc2F)c1,2,4

# Further structures follow.
SMILES,PAFAH1B2 inh,PAFAH1B3 inh
CC(C)[C@H](NC(=O)OCc1ccccc1)C(=O)OCC(=O)N1C(C)CCCC1C (stereo not given in full),6,7
Oc1ccc(C[C@H]2CNC(=S)N2CC2CCCN2C[C@H](Cc2ccc(O)cc2)N2C[C@H](Cc3ccccc3)N(CC3CCCCCC3)C2=S)cc1 (stereo not given in full),-7,-16
Cc1cc(O)c(C(=O)/C=C/c2ccccc2O)c(=O)o1,6,-3
O=c1c2c(-c3cccc([N+](=O)[O-])c3)ccnc2[nH]n1-c1ccccc1,4,8
OCCN1CCN(CCO)C1=S,5,9
CSc1ccc(CN(C)C(=O)c2ccc(S(=O)(=O)Nc3c(C)n(C)n(-c4ccccc4)c3=O)cc2)cc1,5,6
Cn1cnc2nc(Cl)nc(Cl)c21,5,12
OC1c2cc(Cl)ccc2-c2c(Cl)cc(Cl)cc21 (stereo not given),0,5
O=S(=O)(Nc1ccc(-n2cnnn2)cc1)c1cccc(F)c1,2,2
CCC(C)NS(=O)(=O)c1ccc(NC(=O)CNCc2cccs2)cc1 (stereo not given),0,7
CN(Cc1nc(-c2cnccn2)no1)Cc1n[nH]c2c1CCCC2,3,2
CCOc1ccc(OCCC(=O)OCC(=O)Nc2cccc(S(=O)(=O)N3CCCCC3)c2)cc1,2,-8
O=C1CCN(Cc2ccccc2)C(=O)N1,2,2
CC(C)CC1NC(=O)C(CC(C)C)N(CO)C1=O (stereo not given),6,1
CN(CC(=O)Nc1ccccc1Br)C(=O)c1n[nH]c2ccccc12,-2,-1

# Some of these compounds in order of the PAFAH1B3 inh value, low to high:
compound,PAFAH1B2 inh,PAFAH1B3 inh
Oc1ccc(C[C@H]2CNC(=S)N2CC2CCCN2C[C@H](Cc2ccc(O)cc2)N2C[C@H](Cc3ccccc3)N(CC3CCCCCC3)C2=S)cc1 (stereo not given in full),-7,-16
CC(C)CC1NC(=O)C(CC(C)C)N(CO)C1=O (stereo not given),6,1
O=C1CCN(Cc2ccccc2)C(=O)N1,2,2
OC1c2cc(Cl)ccc2-c2c(Cl)cc(Cl)cc21 (stereo not given),0,5
CSc1ccc(CN(C)C(=O)c2ccc(S(=O)(=O)Nc3c(C)n(C)n(-c4ccccc4)c3=O)cc2)cc1,5,6
CCC(C)NS(=O)(=O)c1ccc(NC(=O)CNCc2cccs2)cc1 (stereo not given),0,7

# (listing goes on)
SMILES,PAFAH1B2 inh,PAFAH1B3 inh
COc1ccc(CC(=O)NCc2ccc(Cl)cc2)cc1S(=O)(=O)N1CCOCC1,9,12
CC12CN(C(=O)c3cccc([N+](=O)[O-])c3)C3(C#N)CC1CCC23C (stereo not given),19,8
COc1cccc(NC(=O)NNC(=O)CCc2ccc(O)c(O)c2)c1,4,7
Cc1ccc(C(=O)N(CCc2ccccc2)Cc2ccccc2)cc1S(=O)(=O)N1CCOCC1,5,8
Cc1cc2cc3c(cc2nc1SCC(=O)OC(C)C)OCO3,-5,5
COc1cc(C(=O)NC2Cc3ccccc3C2)ccc1OC1CCN(C(C)=O)CC1,3,19
CCOc1ccc(OCCC(=O)N(CCOC)c2c(N)n(Cc3ccccc3)c(=O)[nH]c2=O)cc1,2,-1
COC(=O)c1nc(NC(=O)c2ccc(C(C)(C)C)cc2)n[nH]1,7,12
S=C1SCN(Cc2ccccc2)CN1Cc1ccccc1,8,9
CN1CCN(S(=O)(=O)c2ccc(NC(=S)NC(=O)c3ccc(Cl)cc3)cc2)CC1,1,-8
N=C(N)c1ccc(N=Nc2c(O)ccc3c2[nH]c2ccccc23)cc1,31*,9
CCC(Cc1ccccc1)NC(=O)C1CC1 (stereo not given),3,3
C=C1C(=O)OC2C=C(CO)CCC=C(CO)CC(OC(=O)C(C)C)C12 (stereo not given),5,-3
Cc1cc(=O)oc2cc(O)cc(O)c12,-1,2
COC(=O)c1sc(NC(=O)CN2CCN(c3cccc(Cl)c3)CC2)c(C(=O)OC)c1C,2,6
COCc1cc(C)nc(N/N=C/c2ccc(-c3ccc(Cl)cc3[N+](=O)[O-])o2)c1C#N,2,12
COCC(C)n1c(C)cc(C(=O)COc2ccc(N(C)S(=O)(=O)c3ccc(NC(C)=O)cc3)cc2)c1C (stereo not given),8,6
CC1CN(C(C)C)C(=S)N(c2ccccc2)C1=O (stereo not given),4,5
CCCc1cc2c(=O)c(-c3nc4ccccc4s3)c(COCC(=O)O)oc2cc1O,6,-1
Cc1cc(Cl)ccc1OCC(=O)OCC(=O)NCCNC(=O)COC(=O)COc1ccc(Cl)cc1C,2,1
Cn1ncc([N+](=O)[O-])c1C(=O)N1CCCCCC1,-1,6
O=C(CSc1c2c(nc3ccc(Cl)cc13)CCCC2)N1CCN(C(=O)c2ccco2)CC1,3,-4
CCN(CC(=O)NCc1cccs1)C(=O)c1cccc(S(=O)(=O)N(CC)c2ccccc2)c1,2,0
Cc1n[nH]c(=S)n(NC(=O)/C=C/C(=O)Nn2c(=S)[nH]nc(C)c2=O)c1=O,10,5
CCOC(=O)c1c(-c2ccccc2)c[nH]c1C,-4,3
C/C(=N\NC(=O)c1cc(-c2ccc(C)s2)nc2ccccc12)c1cccnc1,-9,-4
Cc1c(Cl)cccc1NC(=O)C1CC(=O)N(C2CCCC2)C1 (stereo not given),3,8
CN(C)N(Cc1ccccc1)C(=O)C(O)(c1ccccc1)c1ccccc1,-5,3
CCC(C)NC(=O)CN1C(=O)c2cccc3cccc1c23 (stereo not given),1,5
COc1ccc2c(c1)c1nnc(SCC(=O)N3CCCCC3C)nc1n2C (stereo not given),4,-1
CNc1nc(NC)c2cn[nH]c2n1,3,12
COc1cc(NC(=O)N[C@@H](Cc2c[nH]c3ccccc23)C(=O)O)c(C(=O)O)cc1OC,5,-1
CC(C)(O)CN(CCCNC(=S)Nc1ccccc1)C(=S)Nc1ccccc1,-2,5
O=C1C[C@@H]2c3c(cccc3CN1Cc1ccccc1Br)C[C@@H](O)[C@H]2O,5,18
NC(=O)C1(Nc2ccc(-c3ccc(Br)cc3)cc2)CCCC1,0,2
COc1cc(NCCCn2cnc(C(=O)Nc3ccc(C)c(C)c3)n2)cc(OC)c1OC,2,8
O=C(c1cccc(Cl)c1)N1CCN(Cc2ccncc2)CC1,1,2
CC(C)COc1cccc(-c2cc(C(=O)N/N=C/c3ccncc3)c3ccccc3n2)c1,-15,-20
CC(=O)c1ccc(OCc2cc(C(=O)N(C)Cc3ccon3)no2)cc1,4,6
COc1ccccc1NS(=O)(=O)c1cccc(C(=O)N2CCCCCC2)c1,7,2
CCOC(=O)C1(Cc2cccc(Cl)c2)CCCN(C(=O)c2cc(C)on2)C1 (stereo not given),8,4
c1ccc(CN2CCC(CNc3ncnc4ccccc34)C2)cc1 (stereo not given),3,6
c1coc(-c2nc3ccccc3s2)c1,-1,7
CCOc1nc(C#N)nc(N2CCCCC2)n1,3,10
Cc1ccc(S(=O)(=O)N2CCc3ccccc3CC2)cc1,9,3
CS(=O)(=O)c1ccc(C(=O)N2CCN(S(=O)(=O)c3ccc(C4CCCCC4)cc3)CC2)cc1,5,12
Cc1ccc(-c2nn(-c3ccc(F)cc3)cc2C(=O)NCCCN2CCCC2=O)cc1,5,3
Cc1ccc(S(=O)(=O)N2CCOCC2)cc1NC(=O)CSc1nc(N)cc(N)n1,5,13
Cc1ccccc1Oc1ccc2c(c1)[C@@H]1C[C@H](N(C)C(=O)NC3CCCCC3)[C@H]([C@H](C)O)C(=O)N1CC2,6,5
COC(=O)C=C1CCC2C3CC(F)C4(O)CC(=O)CCC4(C)C3C(=O)CC12C (stereo not given),3,3
CCCC(=O)Nc1ccc(S(=O)(=O)Nc2cc(OC)ncn2)cc1,0,-7
COc1ccc(NC(=O)CCN2C(=O)C3CC=CCC3C2=O)cc1S(=O)(=O)N1CCCCC1 (stereo not given),3,8
Nc1ccc(C(=O)N/N=C/c2cn(Cc3ccc(F)cc3)c3ccccc23)cc1,3,15
